TAG inh = triacylglycerol accumulation inhibition. H9c2 cells, Nile Red lipid (TAG) fluorescence; cells loaded with 200 µM oleic acid. inhibition, % at 12.5 µM. actives 0.66% (n = 230,000). AID 651582;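 active = pattern-corrected inhibition of lipid staining of at least 50% with the nuclear-stain viability signal not falling by more than 50%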;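 also: 0% = DMSO wells and 100% = triacsin C control wells; some results filed as inactive read as strong as hits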
TAG inh DAPI viability = also measured in TAG inh; calls as there; DAPI nuclei signal change (viability), lower = more cytotoxic, %;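 whole-well DAPI fluorescence read on a plate reader as a viability signal; minus 50 percent equals half of cells still viable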
* hit, by the source's call. A portion of the library; the hit share may differ from the screen's.

SMILES	TAG inh	TAG inh DAPI viability
Cc1ccc2nc(SCC(=O)NCc3ccccc3)nc(=O)n2c1	-14	2
Cc1ccc(S(=O)(=O)N2CCCCC2)cc1NC(=O)Cn1ccsc1=N	13	-10
CC(C)CCNC(=O)CSc1nc2ccccc2s1	16	5
COc1ccc(CCn2c(C(C)C)nc3oc4ccccc4c(=O)c3c2=O)cc1	-21	12
CC1(C)CCC/C(=C\c2ccccc2)C1=O	5	0
COc1ccc(-c2ccc(=O)n(Cc3cc(=O)n4ccccc4n3)n2)cc1	-38	20
Cc1c(/C=N/n2cnnc2)c2ccccc2n1CCOc1ccccc1	-1	-6
Cc1ccc(-c2noc(COc3ccccc3C)n2)cc1	-16	-1
CCOc1ccccc1NS(=O)(=O)c1cccs1	-2	3
Cc1ccc(S(=O)(=O)N(C)C)cc1NC(=O)COC(=O)C1(c2ccccc2)CC1	-18	-1
O=C(N/N=C/C=C/c1ccccc1)c1cc2c(ccc3ccccc32)o1	13	13
O=C(CCC(=O)Nc1ccccc1Cl)NNC(=O)C1CCCCC1	-3	1
COCC(C)NS(=O)(=O)c1ccc(C)cc1 (configuration not stated)	3	0
Brc1ccc(CNc2nc3ccccc3n2CCN2CCCCC2)cc1	6	10
O=C(CN(CCc1ccccc1)C(=O)c1csnn1)NC1CCCC1	8	5
CNC(=S)N/N=C/c1ccccc1OCC(=O)O	-1	6
COc1cc2cc3c(N)c(C(=O)NCc4ccco4)sc3nc2cc1OC	10	0
CC1(C(=O)NC2CCCCCC2)CCN1C(=O)Cc1ccc(-c2ccccc2)cc1 (configuration not stated)	9	2
O=C(CCNC(=O)c1ccccc1Cl)Nc1cccc(S(=O)(=O)N2CCCC2)c1	12	-1
COC(=O)CCN(C(=O)c1ccc(N2CCCC2)c([N+](=O)[O-])c1)c1ccccn1	-1	-10
O=C(CC1C(=O)NCCN1Cc1ccc(-c2ccccc2)cc1)NCCc1ccccn1 (configuration not stated)	3	-2
O=C(Cc1ccccc1)Nc1nonc1NC(=O)c1ccccc1	-4	-4
NS(=O)(=O)c1ccc(CNC(=O)c2ccccc2SCC(=O)N2CCCC2)cc1	-7	9
C=C(C)Cn1cnc2c(oc3nc4c(cc32)CCCC4)c1=O	2	6
CCc1cccc(NC(=O)c2ccc(Br)o2)c1	17	-3
Next section.
SMILES	TAG inh	TAG inh DAPI viability
O=C(Cc1cccc(NC(=O)C2CCCN(C(=O)CCc3ccccc3)C2)c1)Nc1ccc(C(=O)N2CCCCC2)cc1 (configuration not stated)	23	-1
COc1ncccc1C(=O)N1CCCC(C(=O)Nc2cccc(-c3ccc(F)cc3)c2)C1 (configuration not stated)	14	-7
COc1ccc2c(c1)oc1c(SCc3nc4ccccc4[nH]3)nc(C)nc12	-14	-5
CN(CCc1ccccn1)C(=O)CCC1CCCN(Cc2ccccc2OC(F)F)C1 (configuration not stated)	-3	-3
Cc1nonc1CN(C)C(=O)CC1C(=O)NCCN1Cc1ccccc1C(F)(F)F (configuration not stated)	-1	1
CCN1C(=O)[C@H]2[C@@H](c3ccc(Cl)cc3)N3C(=O)CN(CC4CC4)C(=O)[C@@]3(C)[C@H]2C1=O	7	-2
COCc1cc(=O)n2[nH]cc(-c3ccccc3)c2n1	-7	21
O=C(Nc1nnc(CCc2ccccc2)s1)c1ccccc1F	0	-9
O=C(O)CC12CC3CC(C1)CC(n1ncc(NCC4CCCO4)c(Cl)c1=O)(C3)C2 (configuration not stated)	2	1
CC1CCCCN1C(=S)NCCc1ccccc1 (configuration not stated)	0	-4
Cc1ccccc1NC(=S)C1=C(O)c2sccc2N(C)S1(=O)=O	-17	15
O=C(NC(=S)Nc1ccccc1N1CCOCC1)c1ccc([N+](=O)[O-])cc1	3	-3
COc1ccc(Cl)c(-c2cc(C(=O)Nc3ccc(C)c(NS(C)(=O)=O)c3)[nH]n2)c1	5	4
CCCN(CCC)c1nc2ccccc2n2c(C)nnc12	-18	4
CC(=O)c1c(C)[nH]c(C(=O)N2CCN(c3ncccn3)CC2)c1C	-25	0
CCN1CCN(C(C)C(=O)NC2CCCCC2)CC1 (configuration not stated)	7	-6
O=C(Oc1cccc(C(=O)N2CCOCC2)c1)c1ccc(Br)cc1	10	1
COC(=O)c1cc2c(ccn2-c2ccc(F)cc2)n1CC(=O)C(C)(C)C	23	-1
CC(C)[C@H](NC(=O)c1ccc(C(C)(C)C)cc1)C(=O)N1CCN(Cc2ccc3c(c2)OCO3)CC1	24	8
CC(=O)Nc1ccc(SCC(=O)N(C)CC(=O)Nc2ccccc2Cl)cc1	6	-2
CN(C)CCN(C(=O)C1CCN(S(=O)(=O)c2cccs2)CC1)c1nc2ccc(F)cc2s1	12	-3
CCOc1ncccc1C(=O)OCC(=O)c1ccccc1	-11	4
O=S(=O)(c1cccc(COc2c(Cl)cccc2Cl)c1)N1CCOCC1	-2	-1
C/C=C/C(=O)Nc1cccc(C2=NOC3(C2)C[C@@H](C(N)=O)N(C(=O)c2cc([N+](=O)[O-])cc([N+](=O)[O-])c2C)C3)c1 (some centres not stated)	-9	-1
COC(=O)[C@H](CC(C)C)NC(=O)N1CCC(C)CC1	4	3
Carrying on.
SMILES	TAG inh	TAG inh DAPI viability
CC(=O)NC(c1ccc(F)c(F)c1)c1nc(-c2cccc(F)c2)cs1 (configuration not stated)	-5	-5
Cc1ccccc1CSc1nsc(N)n1	-8	-10
COc1ccc(-c2[nH]ncc2CN2CCN(c3ccccn3)CC2)c(OC)c1	-4	11
CCOC(=O)[C@H]1[C@H]2COc3ccc(C)cc3[C@@H]2N2C(=O)c3cc(F)ccc3NC(=O)[C@@]12C	-5	-5
CC(=O)c1ccc(NC(=O)Nc2ccc(Br)cc2C)cc1	-10	-3
COc1cccc(NC(=O)C(=O)NCCc2ccc(F)cc2)c1	-5	9
CC(=O)c1ccc(OCc2cn(CC(=O)c3ccc(O)cc3)nn2)cc1	3	-2
COc1ccc(S(=O)(=O)N2CCCCCC2)cc1C(=O)NCCc1ccc(F)cc1	-4	-9
CCCc1cc(=O)oc2cc(Oc3ncccn3)ccc12	9	-8
Cc1cc(C(=O)COc2ccc(F)cc2Br)c(C)n1C	0	7
COc1ccc(CNC(=O)c2sc(=O)n(Cc3ccc(C)cc3)c2C)cc1OC	-11	7
Cc1csc(C)[n+]1CC(=O)c1ccccc1	-1	-4
S=C(NCc1cccnc1)NCc1cccnc1	2	0
C[C@H]1CN=C(N(C)C)N1CCC1CCCC1	5	2
COCCCn1ccc(O)c(Cc2ccc(F)cc2)c1=O	3	3
CN(C)CCCn1c(=O)n(CCc2ccccc2)c(=O)c2c3c(sc21)CCCCC3	55*	-11*
COc1nc(Nc2ccccc2)nc(OC)n1	4	-6
COc1ccc(NC(=O)COC(=O)c2cc(C)oc2C)cc1OC	-1	5
O=C1CCC(C(=O)OCC(=O)c2ccccc2)N1 (configuration not stated)	11	-3
Cc1cc(C(=O)COC(=O)Cc2n[nH]c(=O)c3ccccc23)c(C)n1CC(F)(F)F	-21	-2
O=C(c1ccc(-c2ccccc2)cc1)N1CCCC1	-20	3
O=C(CSc1nnc(NC(=O)C2CC(=O)N(c3ccc(F)cc3)C2)s1)NCC1CCCO1 (configuration not stated)	-9	11
Cc1cc(Cl)ccc1Oc1ncnc2onc(C)c12	-2	4
CC(C)Cn1c(=O)c(C(=O)NCc2ccccn2)c(O)c2ccccc21	0	-10
O=C(O)CSC1c2ccccc2C(=O)N1c1ccccc1 (configuration not stated)	-26	2
(further entries)
SMILES	TAG inh	TAG inh DAPI viability
Cc1onc(-c2c(F)cccc2Cl)c1C(=O)Nc1ccc(Cl)c(S(=O)(=O)N(C)C)c1	2	3
CN(C)c1ccc(-c2csc(C(O)c3ccc(F)c(F)c3)n2)cc1 (configuration not stated)	-17	-5
CCC(NC(=O)C(C)NC)C(=O)N1CCCC1C(=O)NC1CCCc2ccccc21 (configuration not stated)	28	-28
COc1ccccc1NC(=O)C1=C(C)Nc2nc(-c3cccs3)nn2C1c1cccc(O)c1 (configuration not stated)	38	-2
COc1cccc(-c2cc3nc(NCc4ccc(C)cc4C)n(C)c(=O)c3s2)c1	17	1
CC1(C)ON=C(c2ccc(C(F)(F)F)cc2)NC1=O	9	-4
C=C(C)C(=O)N1CC2(CC(c3cccc(NC(=O)CC(c4ccccc4)c4ccccc4)c3)=NO2)C[C@H]1C(N)=O (some centres not stated)	1	-2
O=C(CSc1n[nH]c(=O)n1Cc1ccco1)Nc1ccccc1	-4	11
CCOC(=O)c1c(C)[nH]c(C(=O)COC(=O)[C@H](C)N2C(=O)C3CCCCC3C2=O)c1C (some centres not stated)	-6	-1
Cc1nc(C(F)(F)F)ccc1C(=O)N1CCC1(C)C(=O)NS(=O)(=O)c1ccc(F)cc1F (configuration not stated)	-3	30
O=C(Nc1ccc(Br)cc1F)c1ccc2c(c1)N(Cc1ccccc1)C(=O)CS2=O (configuration not stated)	31	-15
CCC(C)c1ccc(C(C)NC(=S)NCc2ccc(F)cc2)cc1 (configuration not stated)	-45	6
CN1CCN(S(=O)(=O)c2cccc(C(=O)N(Cc3ccccc3)c3ccccc3)c2)CC1	-10	-1
O=C(CN1C(=O)c2cccc3cccc1c23)NCc1cccnc1	-3	-5
CC(=O)c1c(C(C)=O)c(C)n(-c2nc(-c3ccc(C)c(C)c3)c(C)s2)c1C	9	-6
Cc1noc(C)c1S(=O)(=O)NCc1ccc(CN(C)C)cc1	8	-4
CCOc1ccc(S(=O)(=O)NCCC(=O)NNC(=O)c2ccc(F)cc2)cc1	4	-3
CCC(CC)NC(=O)Nc1ccccc1C	-6	-2
O=C1CC(Nc2ccc(N3CCOCC3)cc2)C(=O)N1c1cccc(C(F)(F)F)c1 (configuration not stated)	-8	5
COC(=O)c1[nH]c2ccc(F)cc2c1NC(=O)Nc1ccc(OC)cc1	18	0
O=C(C1CC1)N1CCN(c2ccc([N+](=O)[O-])cc2)CC1	-32	1
CCn1c(SCC(=O)c2cc(C)n(C)c2C)nnc1-c1ccccc1	5	-7
c1ccc(CN2CCC(Nc3nc(-c4cccs4)nc4ccccc34)CC2)cc1	41	59
COc1ccc(C(=O)COC(=O)Cc2n[nH]c(=O)c3ccccc23)c(OC)c1	-29	9
CCOC(=O)C1(C)CCN1C(=O)c1cc(-c2ccc(Cl)cc2)oc1C (configuration not stated)	-17	11
Further records follow.
SMILES	TAG inh	TAG inh DAPI viability
C[C@H](CO)N1C[C@H](C)[C@@H](CN(C)CC2CC2)Oc2c(NS(=O)(=O)c3ccccc3)cccc2C1=O	18	-2
CC1(C)Cc2c(sc3c2c(=O)n(Cc2ccccc2)c2nncn32)CO1	6	7
CC1=NN2C(=N)/C(=C\c3cc(C)n(-c4ccccc4)c3C)C(=O)N=C2S1	5	-3
CCN(C(=O)CSc1nnc(C2CC2)n1-c1ccccc1)C1CCS(=O)(=O)C1 (configuration not stated)	-5	-8
COc1ccccc1-n1c(SCC(=O)NC2CCCCC2)nc2c(c1=O)SCC2	1	-6
Cc1cc2c(c(=O)n1CCN(C)C)C(c1ccncc1)C(C#N)=C(N)O2 (configuration not stated)	-7	5
O=C(Nc1cccc(NC(=O)c2cc([N+](=O)[O-])ccc2Cl)n1)c1cc([N+](=O)[O-])ccc1Cl	45	-45
COc1cc(/C=C(/NC(=O)c2ccccc2)C(=O)N2CCOCC2)c([N+](=O)[O-])cc1OC	-9	2
Cc1cc(C)nc(NS(=O)(=O)c2ccc(NS(=O)(=O)c3ccc(F)c(F)c3)cc2)n1	-4	7
Cc1ccc(SCC(=O)N2CCc3ccccc32)cc1	-10	4
O=S(=O)(Nc1ccon1)c1cc(Cl)ccc1Cl	3	5

25 consecutive compounds out of the list so far, quoted:
SMILES	TAG inh	TAG inh DAPI viability
CCC(C)c1ccc(C(C)NC(=S)NCc2ccc(F)cc2)cc1 (configuration not stated)	-45	6
CN1CCN(S(=O)(=O)c2cccc(C(=O)N(Cc3ccccc3)c3ccccc3)c2)CC1	-10	-1
O=C(CN1C(=O)c2cccc3cccc1c23)NCc1cccnc1	-3	-5
CC(=O)c1c(C(C)=O)c(C)n(-c2nc(-c3ccc(C)c(C)c3)c(C)s2)c1C	9	-6
Cc1noc(C)c1S(=O)(=O)NCc1ccc(CN(C)C)cc1	8	-4
CCOc1ccc(S(=O)(=O)NCCC(=O)NNC(=O)c2ccc(F)cc2)cc1	4	-3
CCC(CC)NC(=O)Nc1ccccc1C	-6	-2
O=C1CC(Nc2ccc(N3CCOCC3)cc2)C(=O)N1c1cccc(C(F)(F)F)c1 (configuration not stated)	-8	5
COC(=O)c1[nH]c2ccc(F)cc2c1NC(=O)Nc1ccc(OC)cc1	18	0
O=C(C1CC1)N1CCN(c2ccc([N+](=O)[O-])cc2)CC1	-32	1
CCn1c(SCC(=O)c2cc(C)n(C)c2C)nnc1-c1ccccc1	5	-7
c1ccc(CN2CCC(Nc3nc(-c4cccs4)nc4ccccc34)CC2)cc1	41	59
COc1ccc(C(=O)COC(=O)Cc2n[nH]c(=O)c3ccccc23)c(OC)c1	-29	9
CCOC(=O)C1(C)CCN1C(=O)c1cc(-c2ccc(Cl)cc2)oc1C (configuration not stated)	-17	11
C[C@H](CO)N1C[C@H](C)[C@@H](CN(C)CC2CC2)Oc2c(NS(=O)(=O)c3ccccc3)cccc2C1=O	18	-2
CC1(C)Cc2c(sc3c2c(=O)n(Cc2ccccc2)c2nncn32)CO1	6	7
CC1=NN2C(=N)/C(=C\c3cc(C)n(-c4ccccc4)c3C)C(=O)N=C2S1	5	-3
CCN(C(=O)CSc1nnc(C2CC2)n1-c1ccccc1)C1CCS(=O)(=O)C1 (configuration not stated)	-5	-8
COc1ccccc1-n1c(SCC(=O)NC2CCCCC2)nc2c(c1=O)SCC2	1	-6
Cc1cc2c(c(=O)n1CCN(C)C)C(c1ccncc1)C(C#N)=C(N)O2 (configuration not stated)	-7	5
O=C(Nc1cccc(NC(=O)c2cc([N+](=O)[O-])ccc2Cl)n1)c1cc([N+](=O)[O-])ccc1Cl	45	-45
COc1cc(/C=C(/NC(=O)c2ccccc2)C(=O)N2CCOCC2)c([N+](=O)[O-])cc1OC	-9	2
Cc1cc(C)nc(NS(=O)(=O)c2ccc(NS(=O)(=O)c3ccc(F)c(F)c3)cc2)n1	-4	7
Cc1ccc(SCC(=O)N2CCc3ccccc32)cc1	-10	4
O=S(=O)(Nc1ccon1)c1cc(Cl)ccc1Cl	3	5

High-throughput results deposited in PubChem by Sanford-Burnham Center for Chemical Genomics.
